Abeta rescue = compounds reversing amyloid beta toxicity in yeast; yeast expressing A-beta42, growth rescue, OD600, 48 h; response scale: 0% DMSO, 100% iron-clioquinol control; Potency, µM (titrated, usually from 46.1 µM), for inactives: at the top dose growth rescue, most hits filed as activators; actives 0.063% (n = 410,000); AID 1347071; further: potency means the concentration at half of the fitted maximal effect; nearly all actives have a fitted effect of over 55% in size
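Yeast growth medium received pinned compounds, then yeast cells expressing toxic A-beta were added; plates incubated at 30 C for 48 hr. Growth read as absorbance at 600 nm, normalized to DMSO and equimolar FeCl3 plus clioquinol controls.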
EPAC1 agonist = EPAC1 (human) agonism; O95398; Potency, µM (top dose mostly 154 µM), for inactives: at the highest dose activation, most hits filed as activators; actives 0.073% (n = 360,000); AID 720707; EPAC1 agonist qHTS, biochemical assay; response scale: 100% = response to 6.5 mM cAMP; further: potency means the concentration at half of the fitted maximal effect; nearly all actives have a fitted effect of over 60% in size
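Nucleotide exchange assay: 100 nM EPAC1 with 250 nM Rap1B loaded with BODIPY-GDP and 50 uM GDP, room temperature. Fluorescence (480/540 nm) read every 5 min for 30 min; signal change normalized to 6.5 mM cAMP as full agonist.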
EPAC1 antag = EPAC1 (human) antagonism | O95398 | EPAC1 GEF assay, Rap1b-BODIPY-GDP exchange fluorescence | Potency, µM (titrated, usually from 115 µM), for the others: top-dose activity change, negative = inhibition, usual class: inhibitors | actives 0.14% (n = 360,000) | AID 720709;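 further: potency means the concentration at half of the fitted maximal effect; plate controls were vehicle for no effect and positive control for full effect; nearly all actives have a fitted effect of over 50% in size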
PI5P4Ka inh = PI5P4K alpha (human) kinase inhibition; max response, %; actives 1.2% (n = 330,000); PI5P4Kalpha enzyme, ADP-Glo luminescence, 60 min; hits give low values; active means max response of -50% or lower; inconclusive means between -30% and -50%; inactive means -30% or higher; further: value at the top dose of about 77 µM; on the % scale 0 is the no-effect control and ±100 the full control effect
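Controls without substrate or without enzyme flank wells where PI5P4Kalpha converts substrate using 5 microM ATP (final). Incubation lasts 60 minutes at room temperature; ADP formed is read by ADP-Glo luminescence.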
IL2 activator = IL-2 activation; IL-2 activation reporter assay, cell-based qHTS; stimulated with anti-CD3/CD4/CD28 beads; in transgenic mouse T cells; activation, % (series mostly up to about 46 µM); actives 0.065% (n = 360,000); in the data active means activation above about 50%; inconclusive means mostly about 30% to 49%; further: 0% is about no effect
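EGFP and DsRed fluorescence is measured by plate cytometry in unstimulated transgenic mouse T cells exposed to compound for 60 minutes, then stimulated 18 hours at 37 degrees C with anti-CD3/anti-CD4 beads plus anti-CD28.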
WRN helicase inh = inhibitors of human WRN helicase | Q14191 | WRN helicase unwinding, fluorescent forked duplex, kinetic | Potency, µM (highest dose often 114 µM), for the others: at the top dose activity change, negative = inhibition, actives largely listed as inhibitors | actives 0.46% (n = 360,000) | AID 651768; further: potency means the concentration at half of the fitted maximal effect; on the % scale 0 is the no-effect control and ±100 the full control effect; nearly all actives have a fitted effect of over 55% in size
Target sequence (Q14191 whole entry, looked up): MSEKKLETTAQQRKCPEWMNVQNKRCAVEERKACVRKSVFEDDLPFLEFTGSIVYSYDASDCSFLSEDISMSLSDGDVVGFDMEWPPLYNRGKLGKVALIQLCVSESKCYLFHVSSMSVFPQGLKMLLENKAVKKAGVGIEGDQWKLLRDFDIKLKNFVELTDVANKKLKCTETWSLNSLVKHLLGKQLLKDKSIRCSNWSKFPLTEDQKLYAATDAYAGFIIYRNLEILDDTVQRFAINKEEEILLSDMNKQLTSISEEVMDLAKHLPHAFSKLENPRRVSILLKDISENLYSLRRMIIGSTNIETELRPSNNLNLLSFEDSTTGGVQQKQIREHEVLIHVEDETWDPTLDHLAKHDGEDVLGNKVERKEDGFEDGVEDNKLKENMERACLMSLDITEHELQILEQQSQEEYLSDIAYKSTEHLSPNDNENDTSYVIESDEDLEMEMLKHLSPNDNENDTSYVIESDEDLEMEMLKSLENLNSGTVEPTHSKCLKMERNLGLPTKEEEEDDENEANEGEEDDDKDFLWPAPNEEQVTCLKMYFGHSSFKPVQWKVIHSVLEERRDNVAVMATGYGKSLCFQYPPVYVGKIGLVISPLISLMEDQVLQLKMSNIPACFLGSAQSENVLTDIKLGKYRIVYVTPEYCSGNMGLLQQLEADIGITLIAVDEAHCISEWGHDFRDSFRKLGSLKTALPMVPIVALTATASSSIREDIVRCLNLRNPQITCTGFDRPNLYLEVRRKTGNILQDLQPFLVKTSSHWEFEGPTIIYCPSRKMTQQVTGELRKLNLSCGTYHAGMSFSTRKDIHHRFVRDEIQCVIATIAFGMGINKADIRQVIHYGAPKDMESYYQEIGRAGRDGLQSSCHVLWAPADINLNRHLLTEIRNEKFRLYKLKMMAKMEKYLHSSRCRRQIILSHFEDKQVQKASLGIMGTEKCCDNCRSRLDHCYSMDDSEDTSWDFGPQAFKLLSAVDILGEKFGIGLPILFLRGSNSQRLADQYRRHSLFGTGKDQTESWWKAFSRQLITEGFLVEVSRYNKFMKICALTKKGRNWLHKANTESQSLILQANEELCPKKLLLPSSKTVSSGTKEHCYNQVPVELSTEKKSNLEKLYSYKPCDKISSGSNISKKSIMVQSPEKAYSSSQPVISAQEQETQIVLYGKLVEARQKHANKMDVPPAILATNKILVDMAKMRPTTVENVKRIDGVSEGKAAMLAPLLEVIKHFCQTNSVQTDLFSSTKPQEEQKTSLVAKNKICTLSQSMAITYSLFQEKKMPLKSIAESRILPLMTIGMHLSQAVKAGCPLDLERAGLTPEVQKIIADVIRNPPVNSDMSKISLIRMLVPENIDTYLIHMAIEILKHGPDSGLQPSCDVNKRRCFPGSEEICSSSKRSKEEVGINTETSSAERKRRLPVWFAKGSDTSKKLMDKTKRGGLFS
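Enzyme (20 nM final) and test compound sit together 15 min at room temperature before substrate addition. Substrate is a single-forked duplex oligonucleotide (100 nM) labelled with fluorophore and quencher, with 2 mM ATP; helicase unwinding raises red fluorescence, read kinetically.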
FUS suppressor = rescues growth of FUS-expressing yeast; S. cerevisiae FUS-expressing, growth rescue, OD600, 24 h; Potency, µM (top dose mostly 76.6 µM), for inactives: at the top dose growth rescue (activation), most hits filed as activators; actives 0.24% (n = 390,000); AID 1347120;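 further: potency means the concentration at half of the fitted maximal effect; plate controls were DMSO vehicle for no effect and reference control for full effect; nearly all actives have a fitted effect of over 55% in size; some results filed as inactive show a strong effect at the top dose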
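Toxicity suppression screen in FUS-yeast. Cells induced with 2% galactose, starting OD 0.005, treated 24hr at 30C with compounds at multiple final concentrations; growth by OD600.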
PLK1 PBD inh = PLK1 (human) polo-box domain binding inhibition | P53350 | Plk1 PBD binding of FITC phosphopeptide, fluorescence polarization | Potency, µM, for the others: max response, negative = inhibition, most hits filed as inhibitors | actives 2.8% (n = 360,000) | AID 720504; further: potency means the concentration at half of the fitted maximal effect; series mostly up to about 57 µM; on the % scale 0 is the no-effect control and ±100 the full control effect; nearly all actives have a fitted effect of over 65% in size
* = called active by the depositor; ? = inconclusive; · = no result given; & = joins results of further samples; [ ] = another dose, or the depositor's remark. Unless noted, the call rests on the fitted dose curve; in most records, active means well fitted curve in the direction sought with a large enough effect; inconclusive means small, poorly fitted or top-dose-only effect, or another doubt; inactive means no such curve, though single readings can be large; an effect the other way counts as inactive or inconclusive. Random draw from the library, and some 4.1% of all compounds hit somewhere here.

structure	Abeta rescue	EPAC1 agonist	EPAC1 antag	PI5P4Ka inh	IL2 activator	WRN helicase inh	FUS suppressor	PLK1 PBD inh
Clc1ccc(-n2ncc3c(NCC4CCCO4)ncnc32)cc1 (stereo unspecified)	-13%	1%	-4%	1	-2.0	5%	-8%	-6%
CCOCCCNC(=O)C(c1ccc(OC)cc1)N(Cc1ccc2c(c1)OCO2)C(=O)c1cnccn1 (stereo unspecified)	-4%	-5%	-4%	3	-0.5	2%	20%	5%
Cn1c(NC(=O)CCC2CCCCC2)cc(=O)n(C)c1=O	1%	-6%	-11%	11	-1.2	1%	1%	-5%
Cc1ccc(C(CC(=O)N2CCCC2)c2ccccc2)c(O)c1C (stereo unspecified)	13%	6%	-5%	3	0.0	-20%	1%	-1%
CCOC(=O)CN(C)C(=O)CCc1nnc(-c2ccc(-c3ccccc3)cc2)o1	-4%	6%	1%	1	-1.6	8%	?	-8%
CCc1ccccc1NS(=O)(=O)c1ccc2[nH]cc(C(=O)NC3CCCC3)c(=O)c2c1	-4%&0%	14%	-15%	1	-3.4	-20%	-12%	-12%
O=C1CCC(=O)N1c1ccc(CSc2nc3ccccc3[nH]2)cc1	-5%	-1%	6%	2	-0.3	0%	5%	?
O=C(CCn1c(=O)[nH]c2ccsc2c1=O)NCCc1ccc(Cl)cc1	5%	-4%	4%	·	-2.2	11%	23%	2%
COc1ccccc1-n1c(SCC(=O)NC(C)(C)C)nc(O)cc1=O	3%	5%	13%	·	-0.1	-10%	37%	-2%
CCOC(=O)c1c(NC(=O)CSc2nnc(-c3cccnc3)o2)sc(C(C)=O)c1C	-27%	3%	-9%	-23	-1.3	-3%	16%	12µM*

Next part.
structure	Abeta rescue	EPAC1 agonist	EPAC1 antag	PI5P4Ka inh	IL2 activator	WRN helicase inh	FUS suppressor	PLK1 PBD inh
CN(C)c1ccc(/C=C/C(=O)c2ccc3c(c2)OCO3)cc1	3%	63µM*	89%[activator]	-7	13	-30%	·	32%[activator]
CC1=C(C(=O)OCC2CCCO2)C(c2cccc(O)c2)NC(=O)N1 (stereo unspecified)	13%	9%	11%	·	-2.3	-9%[57.1 µM]	-20%	3%
O=C(CSc1ccc2ccccc2n1)c1ccc2c(c1)OCO2	8%	?	-5%	16	-2.6	-7%	12%	-7%
CCOc1ccc(CN2C(=O)c3ccccc3C2=O)cc1C(=O)NC1CC(C)(C)NC(C)(C)C1	-6%	1%	-4%	-3	2.3	3%	16%	1%
Cn1c(CC(=O)c2ccc(Br)cc2)[n+](C)c2ccccc21	0%	-9%	-1%	-3	0.1	1%	6%	-7%
CCCC(CCC(=O)Nc1ccc(C(=O)OCC)cc1)C(=O)O (stereo unspecified)	4%	0%	-4%	-1	-0.6	9%	-13%	-1%
Cc1cccc(N2C(=O)C3C4C=CC(CC4)C3C2=O)c1 (stereo unspecified)	-9%	-4%	-14%	-2	2.4	2%	-17%	-7%
N#CC(=Cc1ccc(-c2ccccc2)cc1)C(=O)c1ccccc1	7%	-12%	?	-1	2.2	-15%[57.1 µM]	13%	1.5µM*
Cc1ccc(NC(=O)N2CCCCCC2)cc1	4%	5%	-6%	2	-1.4	1%	13%	-5%
CCCNC(=O)CSCc1nc(-c2ccc(SC)cc2)oc1C	-35%[inhibitor]	-9%	-22%	-9	-3.1	-4%	10%	-11%

Later entries
structure	Abeta rescue	EPAC1 agonist	EPAC1 antag	PI5P4Ka inh	IL2 activator	WRN helicase inh	FUS suppressor	PLK1 PBD inh
COc1cccc(-n2c(C)nn(CCOc3ccccc3)c2=O)c1	2%	-6%	-2%	-5	0.0	1%	-1%	-9%
CCn1c(SCC(=O)C(C)(C)C)nnc1-c1ccccn1	1%	4%	9%	·	2.3	-4%	3%	-6%
COc1ccc(NC(=O)CN(C)C(=O)CC2CCCC2)cc1	3%	4%	-7%	-1	3.7	2%	4%	-13%
Clc1ccc(-c2nnc(CCc3ccccc3)o2)c(Cl)c1	-12%	7%	7%	·	0.6	-11%	30%	-1%
Cc1ccccc1NC(=O)C1C2C=CC(C3CC23)C1C(=O)O (stereo unspecified)	9%	4%	-21%	5	0.0	-10%	2%	-17%
O=C(NC1CC1)c1ccc(CN(c2ccccc2)S(=O)(=O)c2ccccc2)cc1	-10%	2%	-13%	1	-0.7	4%	59%	-10%
Cc1cc(C(=O)NCCc2ccccc2)c2cc(F)ccc2n1	2%	-5%	3%	-2	-0.7	-2%	-4%	-4%
O=C(c1cc2c(=O)n3ccccc3nc2s1)N1CCN(Cc2ccccc2)CC1	3%	4%	1%	7	0.3	-9%	8%	-5%
Cc1ccc(NC(=O)CSc2nc(C)c(C)c(C)n2)cc1S(=O)(=O)N1CCOCC1	-3%	3%	-1%	-7	1.2	-24%	-12%	-11%
COc1ccc(N2CCN(C(=O)CCNS(=O)(=O)c3ccc4c(c3)CCC(=O)N4)CC2)cc1	-2%	8%	-5%	·	-2.0	-6%	30%	5%

Carrying on.
structure	Abeta rescue	EPAC1 agonist	EPAC1 antag	PI5P4Ka inh	IL2 activator	WRN helicase inh	FUS suppressor	PLK1 PBD inh
CCN(CC)CCn1c(=N)n(CC(O)c2ccco2)c2ccccc21 (stereo unspecified)	-6%	2%	0%	0	-0.9	13%	-33%	-18%
CCC1Sc2ccc(S(=O)(=O)CCC(=O)Nc3cc(C)ccn3)cc2NC1=O (stereo unspecified)	1%	1%	-9%	-10	2.3	1%	-13%	-10%
COc1ccc(C(c2c(NC(C)=O)sc3c2CCCC3)N2CCN(CCO)CC2)cc1OC (stereo unspecified)	-6%	0%	-2%	0	0.6	-2%	2%	-2%
Cc1cc(Br)ccc1SCC(=O)OCC(=O)NCc1ccc2c(c1)OCO2	21%	3%	-2%	-8	-3.9	-5%	24%	30µM*
O=C(Cc1ccccc1)N1CCN(C(=O)c2ccco2)CC1	22%	-7%	-1%	1	2.3	-1%	1%	-2%
CC(Sc1nc(N)cc(=O)[nH]1)C(=O)NNC(=O)c1cccc(Cl)c1 (stereo unspecified)	-5%	-6%	0%	-13	0.3	4%	?	7%
CCCOc1ccc(-c2c(C(=O)N/N=C/c3ccc(C)o3)nnn2-c2nonc2N)cc1	3%	-6%	-9%	-2	-0.6	-3%	5%	-2%
COC(=O)C1=C(C)NC(=O)NC1/C=C/c1ccccc1 (stereo unspecified)	7%	-8%	-2%	-5	1.2	-6%	13%	-7%
OCCC1CN(Cc2cccc3nccnc23)CCN1Cc1ccc(F)cc1 (stereo unspecified)	10%	4%	-22%	5	-0.3	9%	-21%	-11%
CCOC(=O)c1c(-c2ccc(C)o2)csc1NC(=O)COC(=O)c1ccc(NC(N)=O)cc1	6%	2%	-5%	?	-2.0	-26%	?	-14%

The list continues.
structure	Abeta rescue	EPAC1 agonist	EPAC1 antag	PI5P4Ka inh	IL2 activator	WRN helicase inh	FUS suppressor	PLK1 PBD inh
CC(=O)c1ccc(OCC(O)CN2CCOCC2)cc1 (stereo unspecified)	6%	5%	22%	-6	0.0	5%	-21%	-11%
C[C@@H]1CCCCO[C@@H](CN(C)C(=O)Nc2ccccc2)[C@@H](C)CN([C@H](C)CO)C(=O)c2cc(N(C)C)ccc2O1	2%	-6%	13%	4	-2.3	-4%	-1%	-19%
CC1CCCC(C)N1C(=O)CSc1nnnn1Cc1ccccc1 (stereo unspecified)	9%	0%	-8%	-3	-0.1	1%	3%	-16%
Cc1ccccc1C(=O)c1c[nH]c(C(=O)N2CCN(c3ccccc3F)CC2)c1	-3%	6%	-5%	2	-2.2	-4%	8%	6%
COc1cc(SC)ccc1C(=O)OC(C)C(=O)NC1CCCC1 (stereo unspecified)	-9%	2%	7%	0	1.4	?	17%	-9%
COc1cc(-n2c(=O)c3ccccc3n(Cc3ccccc3)c2=O)cc(OC)c1OC	13%	-2%	1%	-5	-2.6	6%	11%	0%
O=C(CSc1n[nH]c(=O)[nH]c1=O)Nc1ccc(C(=O)O)cc1	1%	10%	-7%	-64*	-0.4	0%	-22%	-7%
CCCc1ccc2oc(C(=O)N3CCN(CC(=O)NC(C)C)CC3)c(C)c2c1	4%	4%	-3%	0	0.8	-2%	15%	-3%
COc1cc(-c2nn3c(Cc4ccccc4)nnc3s2)cc(OC)c1OC	-15%	1%	8%	·	-3.3	-9%	33%	27µM*
Cc1cc(C)cc(-n2ncc3c2CCCC3NC(=O)c2cc(C)[nH]n2)c1 (stereo unspecified)	0%	7%	2%	2	-4.3	-32%	31%	-7%

Fetched one by one from the entries so far (three):
structure	Abeta rescue	EPAC1 agonist	EPAC1 antag	PI5P4Ka inh	IL2 activator	WRN helicase inh	FUS suppressor	PLK1 PBD inh
Cc1ccccc1C(=O)c1c[nH]c(C(=O)N2CCN(c3ccccc3F)CC2)c1	-3%	6%	-5%	2	-2.2	-4%	8%	6%
C[C@@H]1CCCCO[C@@H](CN(C)C(=O)Nc2ccccc2)[C@@H](C)CN([C@H](C)CO)C(=O)c2cc(N(C)C)ccc2O1	2%	-6%	13%	4	-2.3	-4%	-1%	-19%
COc1cc(-n2c(=O)c3ccccc3n(Cc3ccccc3)c2=O)cc(OC)c1OC	13%	-2%	1%	-5	-2.6	6%	11%	0%

(continued)
structure	Abeta rescue	EPAC1 agonist	EPAC1 antag	PI5P4Ka inh	IL2 activator	WRN helicase inh	FUS suppressor	PLK1 PBD inh
O=C(O)C1C2C=CC(C2)C1C(=O)NCCCN1CCCC1=O (stereo unspecified)	5%	-1%	7%	-2	-2.3	9%	-8%	-19%
Cc1occc1-c1nnc(SCC(=O)NCCc2ccccc2)o1	4%	5%	2%	2	-0.5	0%	6%	-8%
Cc1cc(/C=C(/C#N)C(=O)O)c(C)n1CCC(C)C	20%	-6%	-8%	-27	-0.1	-4%	11%	2%
COc1cccc(NC(=O)c2cc3ccccc3cc2OC)c1	-22%	13%	-9%	-2	0.3	-1%	14%	-8%
COC(=O)c1ccccc1NC(=O)c1noc2c1CCCC2	-40%[inhibitor]	16%	1%	·	-0.8	-3%	25%	-6%
Cc1ccc(C(=O)/C=C/C(=O)c2ccc(C)cc2)cc1	-20%	6%	-13%	-53*	-6.4	-34%	9%	1.7µM*
O=c1[nH]c2ccc(Br)cc2o1	2%	14%	-3%	0	2.1	1%	4%	2%
N#CC1(NC(=O)COC(=O)c2cc([N+](=O)[O-])ccc2N2CCOCC2)CCCCC1	-8%	-7%	-1%	0	1.9	5%	8%	-2%
Cc1ccc(S(=O)(=O)N(C)c2ccc(C(=O)NCc3ccccc3F)cc2)cc1	8%	4%	8%	1	-5.2	-7%	4%	0%
CCNC(=O)NC(=O)C(C)OC(=O)[C@H](C)NS(=O)(=O)c1c(C)c(C)cc(C)c1C (stereo partly specified)	7%	2%	7%	1	0.0	-4%	9%	6%

Bioassay records (PubChem)
